# GIRK2 activator: Activators of human GIRK2-containing channels; AID 1259324; activation (% efficacy), % for hits at 37.5 µM; P48051; HEK293 GIRK2/NPY4 cells, thallium flux fluorescence; 34,000 tested, under 10 active;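 active = primary screen hit, no activity in plain HEK293 cells, and in GIRK2-only cells above 5% efficacy rising with concentration; inactive = the rest, including fluorescent compounds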;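 note: efficacy is normalized control-subtracted fluorescence 15 s after thallium addition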
# Target sequence (P48051 whole entry, looked up): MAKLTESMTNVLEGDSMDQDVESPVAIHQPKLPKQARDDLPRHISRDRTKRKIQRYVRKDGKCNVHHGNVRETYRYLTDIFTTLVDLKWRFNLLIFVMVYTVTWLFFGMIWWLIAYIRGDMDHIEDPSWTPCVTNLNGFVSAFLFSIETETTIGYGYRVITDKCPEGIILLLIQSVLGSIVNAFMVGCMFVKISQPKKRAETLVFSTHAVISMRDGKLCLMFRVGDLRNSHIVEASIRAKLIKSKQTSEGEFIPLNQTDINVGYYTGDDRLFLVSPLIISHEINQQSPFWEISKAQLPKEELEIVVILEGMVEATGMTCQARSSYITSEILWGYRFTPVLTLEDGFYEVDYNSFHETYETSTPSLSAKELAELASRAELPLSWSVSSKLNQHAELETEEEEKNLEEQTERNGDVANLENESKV
# Calls only; i = inactive. These rows are one share of the data; count on the stated rates, not on these rows.
SMILES,GIRK2 activator
COc1cc([N+](=O)[O-])ccc1NC(=O)c1ccccc1NS(=O)(=O)c1ccccc1,i
O=C(CCCS(=O)(=O)c1ccccc1)Nc1nnc(Cc2cccs2)o1,i
O=C(c1cccc(-n2cnnn2)c1)N1CCN(c2ccc(-c3ccco3)nn2)CC1,i
N#Cc1nc(-c2ccc(S(=O)(=O)N3CCCCCC3)cc2)oc1N1CCCCC1,i
O=C(NCCN1CCOC(c2ccccc2)C1)c1ccco1 (configuration not stated),i
COc1ccc(CC(=O)NCC2CCN(C(C)C)CC2)cc1,i
COCCNC(=O)C(=O)Nc1cccc(N2CCCC2=O)c1,i
COc1ccc(NC(=O)N2CCN(c3ccc(Nc4ccncc4)nn3)CC2)cc1OC,i
Cc1ccc(NC(=O)Cn2c(C)cc(C)c(S(=O)(=O)c3ccccc3)c2=O)c(C)c1,i
COc1ccc(CC(=O)NCC(c2cccs2)N(C)C)cc1 (configuration not stated),i
O=C(Nc1nc(CC(=O)N2CCCc3ccccc32)cs1)c1ccc(=O)[nH]c1,i
O=C(NCc1cccs1)C1CN(c2nc3c(C(F)(F)F)cccc3s2)C1,i
Cc1cc(NC(=O)c2ccc(Cl)s2)n(C)n1,i
O=C(Nc1ccc2c(c1)CN(S(=O)(=O)c1ccccc1)CC2)c1ccno1,i
O=C(NCCCn1nc(-c2ccc(Cl)cc2)ccc1=O)c1ccc(F)cc1F,i
CCOC(=O)NCC(O)c1ccc(C(F)(F)F)cc1 (configuration not stated),i
Cc1ccc(NC(=O)CN2CCC(C(=O)NCc3ccco3)CC2)c(C)c1,i
Cc1onc(-c2ccccc2Cl)c1C(=O)Nc1ccc2c(c1)N(C(=O)C1CC1)CC2,i
CCC(C)NC(=O)/C=C/c1c(Cl)cccc1Cl (configuration not stated),i
CCCOc1cn(-c2ccc(F)cc2)nc1C(=O)NCc1cccs1,i

# A stretch from further up, as a working copy:
SMILES,GIRK2 activator
O=C(NCc1cccs1)C1CN(c2nc3c(C(F)(F)F)cccc3s2)C1,i
Cc1cc(NC(=O)c2ccc(Cl)s2)n(C)n1,i
O=C(Nc1ccc2c(c1)CN(S(=O)(=O)c1ccccc1)CC2)c1ccno1,i
O=C(NCCCn1nc(-c2ccc(Cl)cc2)ccc1=O)c1ccc(F)cc1F,i
CCOC(=O)NCC(O)c1ccc(C(F)(F)F)cc1 (configuration not stated),i

# Later entries.
SMILES,GIRK2 activator
Cc1cccc(CS(=O)(=O)NCC2CCN(Cc3cccs3)CC2)c1,i
Cc1ccc(N2CCN(C(=O)C(C)(C)C)CC2)nn1,i
CC(=O)c1ccccc1OCC(O)CN1CCN(Cc2ccc(Cl)cc2)CC1 (configuration not stated),i
O=C(Cc1csc(SCC(=O)c2ccc3c(c2)OCO3)n1)NCCC1=CCCCC1,i
COC(=O)c1ccc(Cn2nc3ccc(S(=O)(=O)N4CCCCCC4)cn3c2=O)o1,i
Cc1cc(NC(=O)C(=O)NCc2ccco2)ccc1N1CCCC1=O,i
COc1nn(C)cc1C(=O)NCCN1CCN(S(C)(=O)=O)CC1,i
COc1ccccc1CNC(=O)Cn1c(=O)cc(-c2nc(C3CC3)no2)c2ccccc21,i
CC1CC(C)CN(S(=O)(=O)c2ccc(C(=O)NN3CCOCC3)cc2)C1 (configuration not stated),i
CC(C)Nc1nc2c(c(=O)[nH]c(=O)n2C)n1CCOc1ccccc1,i
CSc1cccc(NC(=O)C(=O)NCC2CCN(C(=O)c3ccncc3)CC2)c1,i
CCCCc1ccc(NC(=O)Cn2cc(OC)c(=O)cc2CSc2nnnn2C)cc1,i
Cc1cc(O)c(C(c2cccc([N+](=O)[O-])c2)c2c(O)cc(C)[nH]c2=O)c(=O)[nH]1,i
CCn1nnc2c(NCc3ccc4c(c3)OCO4)ncnc21,i
CC(C)(C)c1nnc(SCCc2ccccc2)n(N)c1=O,i
CN(C)C(CNC(=O)c1ccc(S(=O)(=O)N(C)C)cc1)c1cccn1C (configuration not stated),i
CNC(=O)Cc1csc(NC(=O)c2csc(Nc3ccccc3)n2)n1,i
N#Cc1cnc(-c2ccc(F)cc2)n(CC(=O)N2CCN(c3ccc(F)cc3)CC2)c1=O,i
COc1cc(NC(=O)Cn2cc(-c3ccccc3)c(N(C)C)n2)cc(OC)c1,i
Cc1ccc(S(=O)(=O)N2CCC(C(=O)Nc3sc4c(c3C(N)=O)CCC4)CC2)cc1,i
O=C(Nn1cnc2c(cnn2-c2ccccc2)c1=O)c1ccc(-c2ccccc2)cc1,i
CN(C)S(=O)(=O)c1ccc(C(=O)NCC(O)c2ccc(C(F)(F)F)cc2)cc1 (configuration not stated),i
COc1ccc(OC)c(NC(=O)C(=O)NCC(c2cccn2C)N2CCCCCC2)c1 (configuration not stated),i
CN1C(=O)CCc2cc(NS(=O)(=O)c3ccc(OC(F)(F)F)cc3)ccc21,i
CN(Cc1ccccc1)C(=O)c1cc(N2C(=O)CCS2(=O)=O)ccc1Cl,i
O=C(Cc1cc(-c2ccc3c(c2)OCCO3)on1)NCc1cc(-c2cccs2)on1,i
COc1cccc(-c2nc(CSc3n[nH]c(=O)c4cc(-c5ccco5)nn34)c(C)o2)c1OC,i
CCC(=O)Nc1cc(C)nn1-c1nc(-c2ccc(Cl)cc2)cs1,i
CCc1nnsc1C(=O)Nc1c(C(=O)c2ccc(C)cc2)oc2ccccc12,i
Cc1c(C)n2c3c(=O)n(CC(=O)OCc4ccccc4)c(=O)n(C)c3nc2n1CC(C)C,i
CCOC(=O)c1oc2ccccc2c1NC(=O)C1CCN(S(C)(=O)=O)CC1,i
COC(=O)N1CCc2ccc(NC(=O)C3CC=CCC3)cc2C1 (configuration not stated),i
CCOc1ccc(-n2nnc(C(=O)N(C)C3CCS(=O)(=O)C3)c2C)cc1 (configuration not stated),i
O=S(=O)(Nc1ccccc1F)c1cccc(Cl)c1,i
CC(=O)Nc1ccc(S(=O)(=O)NCC2(c3cccs3)CCCC2)cc1,i
Cc1ccc(S(=O)(=O)c2cc3ccccc3oc2=Nc2ccc3c(c2)OCO3)cc1,i
COc1ccc(NS(=O)(=O)c2cc3c4c(c2)CCC(=O)N4CCC3)cc1Cl,i
O=C(/C=C/c1cccs1)NCCn1nc(-n2cccn2)ccc1=O,i
CC(=O)Nc1ccc(NC(=O)CSc2ccc(NC(=O)C3CC3)nn2)cc1,i
O=C(NCCCn1nc(-c2ccco2)ccc1=O)c1cc(Cl)ccc1Cl,i
Cn1cccc(C(=O)N2CCC(CNC(=O)c3ccc(Cl)s3)CC2)c1=O,i
CC1(C)C(=O)NCCN1C(=O)COc1ccc(Cl)cc1Cl,i
Cc1cc(C)n(-c2ccc(=O)n(CC(=O)Nc3ccc4sc(C)nc4c3)n2)n1,i
CC(C)CCn1c(=O)[nH]c2ccccc21,i
Cc1ccc(NC(=O)c2ccno2)cc1N1CCCCC1=O,i
O=C(NCCOc1ccc(F)cc1)c1ccccc1[N+](=O)[O-],i
COc1nn(C)cc1C(=O)NCC(=O)Nc1cccc(C)c1C,i
O=c1[nH]nc(SCc2nc(-c3ccccc3)no2)n2nc(-c3ccco3)cc12,i
O=C(COc1ccc(Cl)cc1Cl)NCC1(O)CCc2ccccc21 (configuration not stated),i
CCOc1ccc2ccccc2c1C(=O)Nc1ccc(-n2nnn(CC(N)=O)c2=O)cc1,i
Cc1cc(OCC(O)Cn2c(C3CC(=O)N(Cc4ccccc4)C3)nc3ccccc32)ccc1Cl (configuration not stated),i
O=C(CCSc1ccccc1)NCC1CCN(c2ncccn2)CC1,i
CC(=O)NS(=O)(=O)c1ccc(NC(=O)COc2ccc(C(C)(C)C)cc2)cc1,i
Cc1nnc2ccc(N3CCN(S(=O)(=O)c4ccccc4C(F)(F)F)CC3)nn12,i
COCCn1c(SCc2ccc(C(F)(F)F)cc2)nnc1-c1cn(C)nc1OC,i
CC(C)(C)c1ccc(C(=O)NCCCN2CCOC(c3ccccc3)C2)cc1 (configuration not stated),i
CCN(CC)S(=O)(=O)c1ccc(C(=O)Nn2cnc3c(cnn3C(C)(C)C)c2=O)cc1,i
COc1ccc(-c2noc(CSc3nc4ccsc4c(=O)n3Cc3ccccc3)n2)cc1OC,i
O=C(Nc1ccc([N+](=O)[O-])cc1)c1ccc(=O)n(Cc2ccc(Cl)cc2)c1,i
COc1cc2nc(NC(=O)CCCS(=O)(=O)c3ccccc3)sc2cc1OC,i
# Continuation:
SMILES,GIRK2 activator
COCCn1cnc2c(-c3ccccc3)cn(CC(=O)Nc3cccc(C#N)c3)c2c1=O,i
CCC(CO)NC(=O)C(=O)NCc1cccs1 (configuration not stated),i
CCOC(=O)C1CCN(C(=O)Cc2csc(Nc3cccc(Cl)c3)n2)CC1,i
CC(C)C12C=CC(C)(CC1)C1C(=O)N(C)C(=O)C12 (configuration not stated),i
COc1ccc(-c2cc(=O)n(CC(=O)N3CCN(Cc4ccccc4)CC3)cn2)cc1,i
Cc1cc(=O)[nH]c(-n2nc(C)c(CCC(=O)Nc3ccc(C(C)C)cc3)c2C)n1,i
Cn1nc(NC(=O)Cc2cccs2)c2c1NC(=O)CC2c1ccco1 (configuration not stated),i
Cc1ccc2nc(NC(=O)CCCn3nc(-c4ccc(F)cc4)ccc3=O)sc2c1,i
COc1cccc(-n2nnnc2SCC(=O)Nc2ccccc2F)c1,i
O=C(CSCc1ccccc1)Nc1ccc2sccc2c1,i
COc1ccc(NC(=O)CC2=NS(=O)(=O)c3ccccc3N2)c(OC)c1,i
COc1cccc(C(=O)Nc2ccc3c(c2)N(C(C)=O)CCC3)c1,i
O=C(c1cc(=O)c2ccccc2o1)N1CCC(c2nnc(-c3ccco3)s2)CC1,i
O=C(C1CC1c1ccc(F)cc1)N1CCNCC1 (configuration not stated),i
Cc1cc(NC(=O)c2cccc3ccccc23)n(-c2nc3c(cnn3-c3ccc(F)cc3)c(=O)[nH]2)n1,i
CCc1nnc(NC(=O)CCN2C(=O)c3ccccc3C2=O)s1,i
O=C(NCCCN1CCOC(c2ccccc2)C1)C(=O)NC1CCCCCC1 (configuration not stated),i
Cc1cccc(-n2nc3c(c2NC(=O)C(=O)NCCC2=CCCCC2)CS(=O)(=O)C3)c1,i
CCCc1cc(=O)n(CC(=O)Nc2cc(OC)ccc2OC)cn1,i
Cn1cccc1CN(C(=O)C1(c2cccs2)CCCC1)C1CC1,i

# Random excerpt: six compounds from above.
SMILES,GIRK2 activator
COc1ccc(NC(=O)CC2=NS(=O)(=O)c3ccccc3N2)c(OC)c1,i
Cn1cccc1CN(C(=O)C1(c2cccs2)CCCC1)C1CC1,i
COc1cccc(-n2nnnc2SCC(=O)Nc2ccccc2F)c1,i
O=C(C1CC1c1ccc(F)cc1)N1CCNCC1 (configuration not stated),i
Cc1cc(NC(=O)c2cccc3ccccc23)n(-c2nc3c(cnn3-c3ccc(F)cc3)c(=O)[nH]2)n1,i
COc1cccc(C(=O)Nc2ccc3c(c2)N(C(C)=O)CCC3)c1,i

# Next compounds
SMILES,GIRK2 activator
CCc1nnc2ccc(N3CCN(C(=O)Nc4ccc(C(F)(F)F)cc4)CC3)nn12,i
CCOC(=O)Cc1csc(NC(=O)c2ccc(=O)n(Cc3c(F)cccc3Cl)c2)n1,i
CCNC(=O)N1CCN(CCn2nc(C)cc2C)CC1,i
Cc1cc(=O)[nH]c2cc(NC(=O)c3ccc(Br)o3)ccc12,i
COC(=O)c1c(NC(=O)c2cc(C)no2)sc2c1CC(C)(C)NC2(C)C,i
Cc1csc(C(=O)N2CCC(c3nnc(C(C)C)o3)CC2)c1,i
Cc1nn2c(N3CCN(CCO)CC3)c3c(nc2c1-c1ccccc1)CCCC3,i
Cn1nc(CNC(=O)c2cnc3ccccc3n2)c2ccccc2c1=O,i
O=C(Cn1nc(-n2cccn2)ccc1=O)Nc1ccc(S(=O)(=O)Nc2ncccn2)cc1,i
O=C(NCC1CCN(Cc2ccco2)CC1)c1cc2ccccc2oc1=O,i
Cc1nc(NCCNC(=O)Nc2ccc(C)c(F)c2)cc(N2CCOCC2)n1,i
COc1ccc(C)cc1S(=O)(=O)NCC1CCN(Cc2cccs2)CC1,i
CC(=O)Nc1cccc(NC(=O)C(=O)NCC(c2cccs2)N(C)C)c1 (configuration not stated),i
O=S(=O)(c1ccc(F)cc1F)N1CCN(c2ccc(-c3cccs3)nn2)CC1,i
O=C(Cc1csc(Nc2ccccc2)n1)NC1CCN(Cc2ccccc2)CC1,i
C=CCn1c(SCc2nc(-c3cccc(C(F)(F)F)c3)no2)nc2cc3c(cc2c1=O)OCO3,i
CCOC(=O)N1CCc2nc(NC(=O)CCCS(=O)(=O)c3ccc(Cl)cc3)sc2C1,i
COc1ccc(CC(=O)NCC2CCN(C(=O)c3cc4ccccc4o3)CC2)cc1OC,i
O=C(Nc1ccc2c(c1)N(C(=O)c1cccs1)CC2)c1ccccc1C(F)(F)F,i
Cc1ccc(Cl)cc1S(=O)(=O)N1CC2CC1C(=O)O2 (configuration not stated),i

# Two of the compounds above, field by field.
CCNC(=O)N1CCN(CCn2nc(C)cc2C)CC1
  GIRK2 activator: i

CCOC(=O)Cc1csc(NC(=O)c2ccc(=O)n(Cc3c(F)cccc3Cl)c2)n1
  GIRK2 activator: i

# Going on with the list.
SMILES,GIRK2 activator
O=C(NC1(c2nc(-c3ccsc3)no2)CCCCC1)C1COc2ccccc2O1 (configuration not stated),i
COc1ccc(NC(=O)C(C)N2C(=O)c3ccccc3S2(=O)=O)c(OC)c1 (configuration not stated),i
Cc1nn(-c2nc(C)c(C)c(=O)[nH]2)c(C)c1CCC(=O)Nc1ccc(C(C)C)cc1,i
COc1ccc(S(=O)(=O)CCC(=O)Nc2nc(-c3ccccc3)cs2)cc1,i
O=C(CN1C(=O)c2ccccc2S1(=O)=O)Nc1ccc(Br)cc1,i
O=C(Cc1ccc(NC(=O)c2cc3ccccc3o2)cc1)NCC(F)(F)F,i
COc1cc(NC(=O)CSc2ncc(-c3cccc(Cl)c3)o2)cc(OC)c1OC,i
COC(=O)c1ccc(C(=O)N2CCC(c3cccs3)CC2)cc1,i
COc1cccc(OCC(=O)Nc2ccc(-n3nnn(CC(N)=O)c3=O)cc2)c1,i
CCOc1ccc(N2CCn3c2nn(CC(=O)Nc2ccc(F)cc2F)c(=O)c3=O)cc1,i
CCOc1ccccc1S(=O)(=O)N1CC2CC1C(=O)O2 (configuration not stated),i

# Screening results (PubChem BioAssay)
